mIDH1 inhibitor – human IDH1 R132H inhibition; Potency, µM (series often up to 76.6 µM), without a hit: at the highest dose activity change, negative = inhibition, actives largely listed as inhibitors; 0.093% of 390,000 active; IDH1-R132H enzyme, NADPH consumption, diaphorase/resazurin fluorescence; O75874; AID 602179; note: potency is the fitted concentration of half-maximal effect; % is set by controls: 0 for no effect and ±100 for the full control effect; nearly all actives have a fitted effect of over 65% in size
Target sequence (O75874 whole entry R132H, stated change not applied): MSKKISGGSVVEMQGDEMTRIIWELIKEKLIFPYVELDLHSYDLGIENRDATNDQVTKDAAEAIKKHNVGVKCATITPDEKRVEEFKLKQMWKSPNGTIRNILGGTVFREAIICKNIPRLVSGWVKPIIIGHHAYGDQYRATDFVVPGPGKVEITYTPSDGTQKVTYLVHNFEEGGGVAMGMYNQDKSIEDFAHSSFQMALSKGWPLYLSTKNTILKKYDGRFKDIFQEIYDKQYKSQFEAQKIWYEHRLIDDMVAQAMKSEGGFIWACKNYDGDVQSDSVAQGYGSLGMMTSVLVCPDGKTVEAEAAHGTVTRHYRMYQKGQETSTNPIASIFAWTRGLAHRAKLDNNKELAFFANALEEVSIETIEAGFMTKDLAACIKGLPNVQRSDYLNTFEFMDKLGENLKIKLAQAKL
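IDH1-R132H (0.5 ug/mL dispensed) in pH 7.5 Tris buffer was preincubated 30 min with compound, then given a substrate mix of 0.016 mM NADPH and 2 mM alpha-KG for 80 min at room temperature; remaining NADPH was read by diaphorase/resazurin fluorescence.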
Pin1 inhibitor – blocks the human prolyl isomerase Pin1 | Potency, µM (top dose mostly 115 µM), for inactives: top-dose activity, negative = inhibition, hits mostly inhibitors | Pin1 FP peptide displacement, HiFluor488, 10 min | Q13526 | 0.009% of 390,000 active | AID 504891; active = well fitted inhibition curve with a large enough effect in the polarisation, with a control signal flat, not every such curve was filed as active; inconclusive = small, poorly fitted or top-dose-only effect, or effect the other way, or a change in a side signal; inactive = no such curve, though single readings can be large or run the other way; the % refers to the polarisation; note: potency is the fitted concentration of half-maximal effect; % is set by controls: 0 for no effect and ±100 for the full control effect
Target sequence (Q13526 whole entry, looked up): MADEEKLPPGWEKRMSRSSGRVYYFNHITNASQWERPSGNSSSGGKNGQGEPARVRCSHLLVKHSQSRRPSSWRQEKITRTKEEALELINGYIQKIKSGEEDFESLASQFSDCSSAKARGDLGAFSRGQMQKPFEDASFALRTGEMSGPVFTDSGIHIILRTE
USP1 inh – blocks the human USP1/UAF1 deubiquitinase complex; O94782; recombinant USP1/UAF1, Ub-Rhodamine cleavage fluorescence; Potency, µM (titrated, usually from 57.1 µM), without a hit: at the highest dose activity change, negative = inhibition, most hits filed as inhibitors; 0.23% of 390,000 active; AID 743255; note: potency is the fitted concentration of half-maximal effect; % is set by controls: 0 for no effect and ±100 for the full control effect; nearly all actives have a fitted effect of over 60% in size; inactives centre near -12
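1 nM enzyme complex + cpd, 15 min RT; start with Ub-Rho 150nM final; kinetic fluorescence ex 480/em 540, 6 reads q60 s. Buffer 50mM HEPES pH 7.8, 0.5mM EDTA, 0.1 mg/ml BSA, 1mM TCEP, 0.01% Tween-20.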
TRHR PAM – allosterically enhances the human TRH receptor. P34981. 0.66% of 360,000 active. enhancement, % at 2 µM. TRHR cells, fluo-8 calcium fluorescence, EC20 TRH enhancement; in the data active = enhancement above about 30%; note: 0% is about no effect
Target sequence (P34981 whole entry, looked up): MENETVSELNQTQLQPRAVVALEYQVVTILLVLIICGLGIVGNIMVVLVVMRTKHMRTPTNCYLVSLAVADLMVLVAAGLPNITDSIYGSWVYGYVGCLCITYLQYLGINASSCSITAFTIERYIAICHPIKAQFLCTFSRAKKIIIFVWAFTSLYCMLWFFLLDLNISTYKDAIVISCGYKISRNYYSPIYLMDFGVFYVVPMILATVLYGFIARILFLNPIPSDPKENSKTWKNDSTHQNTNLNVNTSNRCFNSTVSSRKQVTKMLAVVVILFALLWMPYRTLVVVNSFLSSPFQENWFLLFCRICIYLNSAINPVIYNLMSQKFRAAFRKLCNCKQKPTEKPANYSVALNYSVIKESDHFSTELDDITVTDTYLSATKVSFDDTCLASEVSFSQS
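Enhancer read-out: after compound pinning and an initial kinetic agonist-mode read, an EC20 of TRH (10 nM final) was injected and fluo-8 calcium signal (Ex 480/Em 530) followed at 1 s/cycle for 100 cycles in TRHR-expressing cells.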
D2 agonist – activates the human D2 dopamine receptor | HEK293 T-REx D2 cells, calcium flux agonist mode | activation, % at 2 µM | 0.53% of 340,000 active | AID 485358;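 active = activation over 3 SD above normal in the single-dose calcium agonist read, cut at about 30% in these data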; note: 0% is about no effect
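Agonism scored from kinetic calcium signal (1 read/sec, 180 s) following compound pin transfer, after a 10 s baseline. Cells: HEK293 Trex line expressing inducible D2 receptor coupled to calcium, dye-loaded after overnight culture at 30 C.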
TrxR1 substrate – substrates of rat thioredoxin reductase 1; O89049; purified TrxR1 substrate turnover, NADPH consumption readout; Potency, µM (series often up to 114 µM), for the others: top-dose activity change, negative = substrate turnover; 0.01% of 390,000 active; AID 588456; note: potency is the fitted concentration of half-maximal effect; % is set by controls: 0 for no effect and ±100 for the full control effect; nearly all actives have a fitted effect of over 50% in size
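Rat TrxR1, dispensed at 90 nM, was prereduced with 400 uM NADPH (final) for 5 min at ~22 deg C, then incubated with compound 15 min before 400 uM selenite. A first-read NADPH fluorescence drop versus no-compound background flagged substrates.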
TrxR1 inh – blocks rat thioredoxin reductase 1. recombinant rTrxR1, NADPH fluorescence consumption, selenite substrate. AID 588453. Potency, µM (top dose mostly 114 µM), inactives show at the top dose activity change, negative = inhibition, usual class: inhibitors. 1% of 390,000 active; note: potency is the fitted concentration of half-maximal effect; % is set by controls: 0 for no effect and ±100 for the full control effect; nearly all actives have a fitted effect of over 65% in size
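Rat TrxR1 (90 nM in the dispensed reagent) was pre-reduced with 400 uM NADPH for 5 min at room temperature, then incubated with compound for 15 min. After 400 uM selenite was added, NADPH fluorescence (Ex 340/Em 450 nm) was followed for 8 min.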
TRHR ag – agonists of human TRH receptor; 0.18% of 360,000 active; TRHR cells, calcium flux fluo-8, FDSS agonist mode; AID 493084; activation, % at 2 µM; P34981; in the data active = activation above about 30%; note: 0% is about no effect
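TRHR-expressing cells, plated overnight in medium with 10% serum, were loaded with fluo-8 calcium dye at room temperature. After a 10 s baseline, library compound was pin-added and calcium release was recorded kinetically (ex 480/em 530) as agonist response.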
D2 antagonist – antagonists of human D2 dopamine receptor; P14416; HEK293 TREx D2 cells, calcium flux, dopamine EC80; inhibition, % at 10 µM; 2% of 340,000 active; in the data active = inhibition above about 30%; note: 0% is about no effect
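Tetracycline-induced HEK293 TREx cells expressing D2 receptor forced-coupled to calcium signalling, loaded with no-wash calcium dye. Compounds added and calcium flux read 180 s, then dopamine added at EC80 and read a further 180 s.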
An asterisk follows results filed as active; u = inconclusive; x = no result given; [ ] = remark or other dose. Unless noted, calls come from the whole dose curve; as a rule, active = well fitted inhibition curve with a large enough effect; inconclusive = small, poorly fitted or top-dose-only effect; inactive = no such curve, though single readings can be large or run the other way. Some of the compounds tested; the hit share may differ from the screen's.

SMILES	mIDH1 inhibitor	Pin1 inhibitor	USP1 inh	TRHR PAM	D2 agonist	TrxR1 substrate	TrxR1 inh	TRHR ag	D2 antagonist
Cc1[nH]nc2c1C(c1ccc(Cl)cc1)C(C#N)=C(N)O2 (centres undefined)	1%	-1%	-13%	-1	-1.9	-7%[57.1 µM]	8%[57.1 µM]	0.3	9
O=C(Nc1cccc2ccccc12)OCc1cncs1	1%	-5%	-15%	5	-0.1	-3%	18%	-0.6	1
CC(=O)c1ccc(Nc2c3c(c(C#N)c4nc5ccccc5n24)CCC3)cc1	x	x	x	10	0.3	x	x	9.6	-3
CC(C)(C)OC(=O)N1CCC(c2c(C(=O)O)cnn2-c2ccc(Cl)cc2)CC1	-7%	-5%	-5%	1	-1.4	8%[57.1 µM]	-1%[57.1 µM]	-0.2	10
COc1cc(C2CC(=O)N(c3ccc(C)c(Cl)c3)C3=C2C(=O)OC3)cc(OC)c1OC (centres undefined)	x	-9%	u	0	-1.6	5%	32%	-3.2	x
CNC(=O)N(O)C1N(/N=C/c2ccc(SC)cc2)C(=S)SC1(C)C (centres undefined)	-5%	-1%	-13%	-3	7.2	-11%	-10%	-0.2	-2
CCOc1ccc(-n2c(SCc3ccc([N+](=O)[O-])cc3)nnc2-c2ccc(OC)cc2)cc1	-2%	1%	-14%	2	-0.6	-10%	-5%	1.0	-2
Cc1noc(C)c1COc1ccccc1C(=O)NC(C)CCc1ccccc1 (centres undefined)	-10%	7%	-12%	x	x	-2%[57.1 µM]	-3%[57.1 µM]	x	x
CC(Sc1ccccc1)C(=O)N1CCN(S(=O)(=O)c2ccccc2)CC1 (centres undefined)	6%	17%	-14%	3	-0.5	-9%	-8%	-0.8	12
CCCN1CCN(C(=O)c2cc(COc3ccc(F)c(F)c3)on2)CC1	26%	8%	-20%	-1	x	2%	19%	-0.3	-3
COc1cccc(NC(=O)CN(C)C(=O)c2cc(-c3ccc(C)o3)nc3ccccc23)c1	-6%	11%	-16%	-1	-0.1	186%[activator]	0%	0.1	0
O=C(NCCCN1CCN(c2cccc(Cl)c2)CC1)c1ccc(N2CCCC2=O)cc1	1%	5%	-4%	1	-0.1	4%	31%	-0.6	-14
COc1ccc(Cl)cc1NC(=O)CSc1cccc[n+]1[O-]	0%	-2%	-6%	x	x	9%	20%	x	x
c1nc(Nc2ccc(N3CCOCC3)cc2)c2ccsc2n1	9%	0%	-17%	-6	0.3	2%	13%	0.4	-11
Cc1cc(/C([O-])=C(/C(=S)Nc2ccc(F)cc2)[n+]2ccccc2)c(C)n1Cc1ccccc1Cl	-10%	0%	-9%	-1	3.1	-9%	u	1.2	5
CN(C)S(=O)(=O)c1ccc(C(=O)Nc2cc(S(=O)(=O)Nc3ccccc3Cl)ccc2N2CCCCC2)cc1	0%	36%[activator]	-9%	0	2.6	15%	12%	0.3	-1
COc1ccc(NC(=O)/C=C/c2cc(Br)ccc2OC)cc1	3%	1%	3%	-2	-0.8	2%	21%	-1.0	49*
CCCCCCc1c(O)nc(SCCN2CCOCC2)[nH]c1=O	-6%	-3%	4%	3	-1.2	4%[57.1 µM]	-4%[57.1 µM]	-0.2	-19
CN1CCC(=O)N([C@H](CO)c2ccccc2)CC1	9%	-8%	-25%	-1	-0.5	1%	7%	1.0	15
COc1ccc(N2CCN(c3ccnc4cc(Cl)ccc34)CC2)cc1	-8%	-4%	-25%	6	0.0	-3%	11%	0.0	1
Cc1cc([N+](=O)[O-])c(N2CCC[C@@H]2C(=O)O)c([N+](=O)[O-])c1	0%	-11%	-3%	9	0.7	10%[57.1 µM]	5%[57.1 µM]	0.5	-33
CCn1c(=O)cc(N2CCN(C(=O)c3ccco3)CC2)[nH]c1=O	-10%	-7%	-8%	2	0.9	-7%	-35%	0.4	-3
O=C(NCC(c1cccs1)N1CCOCC1)c1cc2ccccc2o1 (centres undefined)	9%	-2%	-9%	-2	0.4	10%[57.1 µM]	7%	0.3	-9
COC(=O)c1nn(-c2ccccc2)c(Sc2ccccc2)c1/C=N/O	4%	0%	-6%	2	-1.1	-8%	-5%	-1.0	1
COc1cc(OC)cc(-n2nnnc2SCC(=O)NCc2cccs2)c1	-4%	-3%	-12%	15	-1.1	4%[57.1 µM]	17%[57.1 µM]	-0.7	14
Cc1ccc2c(=O)cc(C(=O)Nc3c(C(=O)c4ccccc4)oc4ccccc34)oc2c1C	0%	-6%	-14%	-2	1.4	6%	21%	0.2	x
CC(=O)c1cccc(NC(=O)c2ccc(NC(=O)CCS(=O)(=O)c3cccs3)cc2)c1	0%	10%	-10%	7	-0.6	-3%	9%	-0.1	-12
CN(C)c1ccc(C(=O)NCc2ccc3c(c2)OCO3)cc1	0%	-2%	0%	-9	0.0	-16%	-21%	-0.2	-24
Cn1c(N)c(C(=O)COC(=O)COc2cc(Cl)c(Cl)cc2Cl)c(=O)n(C)c1=O	0%	1%	10%	x	x	-5%[2.29 µM]	12%[57.1 µM]	x	x
O=c1c2ccccc2nc(SCc2nc3ccccc3s2)n1CCCO	-10%	29%	-1%	-7	6.1	-2%	4%	3.3	14
Cc1ccc2ccccc2c1NC(=O)Cn1nnc(-c2cccnc2)n1	-4%	66%[activator]	-27%	0	-0.5	6%[57.1 µM]	53%[activator][57.1 µM]	0.1	7
COC(=O)c1c(NC(=O)/C=C/c2ccco2)sc2c1CCC2	3%	8%	6%	3	0.8	-2%	u	0.7	-6
C/C(=N\NC(=O)c1ccncc1)c1cc2ccccc2o1	-2%	1%	-8%	2	-0.5	-17%	-17%	-0.3	4
O=C(Cc1cccs1)Nc1ccc(S(=O)(=O)N2CCCCC2)cc1	3%	4%	-14%	3	-0.8	3%[57.1 µM]	12%[57.1 µM]	-1.6	-14
C/C(CC1CC(C)(C)OC1=O)=N\NC(N)=S (centres undefined)	-1%	-4%	-20%	-7	1.1	8%[57.1 µM]	20%[57.1 µM]	0.0	3
CCC(=O)N1CCc2cc(Br)cc(S(=O)(=O)N3CCCC(C(=O)NCc4ccccc4)C3)c21 (centres undefined)	-11%	u	-24%	-3	0.4	1%	3%	0.4	x
CCCOc1ccccc1C(=O)Nc1ccc(S(=O)(=O)N2CCN(C)CC2)cc1	9%	-1%	-19%	-2	0.0	-13%	-1%	0.1	3
COc1ccc(-c2nnn(CC(=O)N(Cc3ccc(F)cc3)C(C(=O)NC3CCCC3)c3ccc(F)cc3)n2)cc1 (centres undefined)	9%	9%	-8%	x	x	18%	22%	x	x
Cc1ccc(-n2cnc3cc(C(=O)NC4CCCCCC4)ccc32)c(C)c1	28%	14%	-12%	-3	0.3	-5%[57.1 µM]	9%[57.1 µM]	-0.4	x
Oc1cccc(/C=N/Nc2cc(N3CCOCC3)nc(N3CCOCC3)n2)c1	0%	0%	-16%	5	-0.8	-13%	-2%	-0.5	28
COc1ccc2[nH]cc(S(=O)(=O)c3ccc(C(C)C)cc3)c(=O)c2c1	6%	-2%	-9%	-3	0.1	10%	20%	0.0	-6
O=C(NN=Cc1ccccc1OC(F)F)c1cccc(S(=O)(=O)N2CCCC2)c1	6%	0%	-6%	x	x	-7%	2%	x	x
Cc1cc(C(=O)CSc2n[nH]c(N)n2)c(C)n1-c1ccc(F)cc1	-1%	5%	2%	-1	1.9	4%[57.1 µM]	2%[57.1 µM]	-0.2	3
CC1(c2ccccc2)NC(=O)N(CC(=O)N2CC(=O)Nc3ccccc32)C1=O (centres undefined)	-5%	-1%	-10%	x	x	7%	12%	x	x
CCOc1ccc(-c2cc3c(=O)n(Cc4nc(-c5ccc(OC)cc5OC)oc4C)ccn3n2)cc1Cl	5%	u	-24%	1	-0.6	7%	12%	-0.8	x
O=C(CNC(=O)Cc1ccccc1)N=Nc1c(O)[nH]c2ccc(Br)cc12	1%	-7%	-27%	-5	-0.4	0%	17%	-0.6	21
O=C(Cn1ccc2ccccc2c1=O)NCC1COc2ccccc2O1 (centres undefined)	4%	1%	-18%	-2	0.4	14%	12%	-0.1	15
O=C(COc1ccccc1C(=O)NCC1CCCO1)Nc1ccc(Cl)cc1Cl (centres undefined)	1%	3%	-14%	-10	0.0	4%	13%[57.1 µM]	-0.8	-20
O=C(O)c1ccc(N2C(=O)CCCC2=O)cc1	9%	-7%	-12%	7	0.6	3%	32%	0.8	-10
CC(=O)Nc1ccc(C(=O)Nc2cccc(-c3cnc4ccccc4n3)c2)cc1	4%	36%[activator]	u	-3	0.0	5%[57.1 µM]	25%[57.1 µM]	-0.4	-3
COc1ccc(-c2csc(/C(C#N)=C\c3ccc(O)c([N+](=O)[O-])c3)n2)cc1OC	1%	6%	-8%	2	x	-10%	-4%	0.7	x
CC(C)(C)Sc1ccc([N+](=O)[O-])cc1C(=O)Nc1ccncc1	-1%	-6%	-12%	8	0.8	7%[57.1 µM]	24%[57.1 µM]	-0.4	6

High-throughput results as filed in PubChem BioAssay.
